CXCR6 inh – CXCR6 (human) receptor inhibition | CHO-K1 PathHunter CXCR6 beta-arrestin, luminescence | inhibition, % at 20 µM | hit rate 0.36% among 360,000 | AID 602244; in the data active = inhibition above about 34%, passing the limit was not always enough;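 note: antagonist mode with CXCL16 agonist at 10 nM final; 0% = 10 nM CXCL16 with DMSO and 100% = unstimulated wells without agonist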
Target sequence (O00574 whole entry, looked up): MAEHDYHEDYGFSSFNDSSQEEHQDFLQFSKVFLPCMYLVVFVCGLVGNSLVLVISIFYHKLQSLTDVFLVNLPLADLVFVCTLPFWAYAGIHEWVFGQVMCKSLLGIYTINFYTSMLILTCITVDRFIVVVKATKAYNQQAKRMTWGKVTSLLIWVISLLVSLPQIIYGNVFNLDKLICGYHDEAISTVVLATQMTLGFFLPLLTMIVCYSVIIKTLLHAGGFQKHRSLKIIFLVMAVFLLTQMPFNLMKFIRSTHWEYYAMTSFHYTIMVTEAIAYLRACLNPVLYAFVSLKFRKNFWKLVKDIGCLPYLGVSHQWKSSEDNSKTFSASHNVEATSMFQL
EBI2 block – blocks human EBI2 receptor beta-arrestin signaling | P32249 | EBI2 beta-arrestin recruitment, luminescence, 7a,25-OHC stimulated | inhibition, % at 5 µM | hit rate 0.81% among 360,000; in the data active = inhibition above about 38%;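 note: enzyme fragment complementation signal reports receptor beta-arrestin coupling in cells; 0% = agonist plus DMSO wells and 100% = wells without agonist; some results beyond the cut were filed as inactive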
Target sequence (P32249 whole entry, looked up, the tested form may be a part): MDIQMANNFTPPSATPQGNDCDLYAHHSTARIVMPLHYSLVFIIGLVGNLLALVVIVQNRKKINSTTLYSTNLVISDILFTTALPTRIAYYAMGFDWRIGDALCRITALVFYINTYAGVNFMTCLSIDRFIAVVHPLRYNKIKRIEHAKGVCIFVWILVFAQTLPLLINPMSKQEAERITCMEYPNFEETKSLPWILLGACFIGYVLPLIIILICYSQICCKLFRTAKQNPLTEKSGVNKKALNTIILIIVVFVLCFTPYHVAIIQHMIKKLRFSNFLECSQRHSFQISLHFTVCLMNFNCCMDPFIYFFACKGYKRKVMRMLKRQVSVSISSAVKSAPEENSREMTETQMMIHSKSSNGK
ATG4B inh – inhibitors of human ATG4B cysteine protease; ATG4B cleavage of LC3-PLA2, NBD-HPC fluorescence, 1 h; inhibition, % at 8.33 µM; hit rate 0.51% among 340,000; AID 504462; in the data active = inhibition above about 40%
APJ ag – agonists of human APJ apelin receptor; CHO-K1 APJ PathHunter beta-arrestin, luminescence; 0% DMSO wells, 100% apelin; activation, % at 20 µM; hit rate 0.11% among 330,000; AID 2520;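 active = activation more than six SD over the plate average, tested at 20 µM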;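 note: 0% = DMSO alone and 100% = apelin-13 at 10 nM; some results filed as inactive read as strong as hits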
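Test system – PathHunter CHO-K1 APJ (AGTRL-1) beta-arrestin reporter cells · Input – 1000 cells/well · Compound – single test compound dose, 20 µM final, 1% DMSO · Times – compound stimulation 90 min at 25 °C, detection 60 min · Technique – beta-gal luminescence · Read-out basis – APJ–arrestin association signal · Control set – negative DMSO alone, positive Apelin-13 at 10 nM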
UBC13 polyUb – blocks human UBC13 polyubiquitin chain formation | TR-FRET | hit rate 0.47% among 330,000 | AID 485273 | P61088 | inhibition, % at 20 µM; in the data active = inhibition above about 45%, passing the limit was not always enough
Gli-Sufu antag – blocks Gli-Sufu signaling in a luciferase reporter; hit rate 0.74% among 340,000; inhibition, % at 5 µM; Sufu-KO-LIGHT fibroblasts, Gli luciferase reporter luminescence; AID 588413;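 active = inhibition above about 55%, limit read from the data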;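 note: 0% = DMSO-treated cells and 100% = wells with medium but no cells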
CCR6 antagonist – antagonists of human CCR6 receptor. P51684. AID 493098. hit rate 0.49% among 340,000. inhibition, % at 20 µM. CHO-K1 CCR6 PathHunter beta-arrestin, luminescence, CCL20-stimulated;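 active = compounds whose inhibition of the agonist-driven luminescence signal at 20 µM reaches about 50%, limit read from the data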;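 note: cells stimulated with CCL20 at 14 nM final; plate controls were DMSO with CCL20 for no effect and DMSO without agonist for full effect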
Target sequence (P51684 whole entry, looked up): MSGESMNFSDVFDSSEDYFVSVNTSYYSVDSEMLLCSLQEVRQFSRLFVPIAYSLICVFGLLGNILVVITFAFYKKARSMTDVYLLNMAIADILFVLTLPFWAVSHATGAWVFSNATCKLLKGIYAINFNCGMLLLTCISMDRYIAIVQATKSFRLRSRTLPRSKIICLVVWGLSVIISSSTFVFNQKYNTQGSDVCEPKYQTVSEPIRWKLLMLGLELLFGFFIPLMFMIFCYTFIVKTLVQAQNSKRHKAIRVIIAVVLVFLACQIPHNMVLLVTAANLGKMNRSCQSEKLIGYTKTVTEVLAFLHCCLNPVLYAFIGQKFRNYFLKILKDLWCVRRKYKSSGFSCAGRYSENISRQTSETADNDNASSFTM
APJ antag – APJ receptor antagonism; P35414; CHO-K1 APJ beta-arrestin complementation, luminescence; inhibition, % at 20 µM; hit rate 0.32% among 330,000; AID 2521;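 active = inhibition above about 40% at 20 µM, limit read from the data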;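 note: cells challenged with 10 nM apelin-13 agonist together with compound; plate controls were apelin-13 plus DMSO wells for no effect and DMSO wells lacking apelin-13 for full effect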
* hit, by the source's call; / = no result given.

SMILES	CXCR6 inh	EBI2 block	ATG4B inh	APJ ag	UBC13 polyUb	Gli-Sufu antag	CCR6 antagonist	APJ antag
O=C(c1nn2cccnc2c1Cl)N1CCN(c2ccccc2)CC1	4	-6	0	-3	-1	6	-13	-5
COc1ccc(-c2cn3cccnc3n2)cc1NC(=O)c1ccc(Br)o1	-6	1	2	5	-11	-6	-9	-22
Cc1ccc(S(=O)(=O)NCc2ccccc2)cc1C(=O)N(C)CC(=O)Nc1ccccc1Br	1	-4	-44	/	/	-1	12	/
Cc1cc(C)c(OCC(=O)OCC(=O)NC2CCCCCCC2)c(C)c1	-11	-10	6	1	-6	-1	9	10
Cc1ccc(S(=O)(=O)CC(=O)NCc2ccccc2)cc1	-13	0	6	-2	-9	1	7	0
COc1ccc(NC2CCCN(C(=O)C3=NN(C)C(=O)CC3)C2)cc1OC (stereo not drawn)	-5	-8	-3	-1	7	-17	14	-19
O=C(Nc1nnc(S(=O)(=O)N2CCCC2)s1)c1cccc([N+](=O)[O-])c1	-1	-1	9	1	-2	-10	-2	25
CCOc1ccc(NC(=O)C2CCN(S(=O)(=O)c3ccc4c(c3)C(C)(C)C(=O)N4C)CC2)cc1	7	-1	7	-2	1	-7	1	-57
O=C(c1cccc(S(=O)(=O)NCc2ccc3c(c2)OCO3)c1)N1CCCC1	5	-3	3	-2	9	-5	3	21
COc1ccc(Cc2nnc(NC(=O)CS(=O)(=O)c3ccc(C)cc3)s2)cc1OC	0	-14	3	1	0	-2	2	9
Cc1c(Cl)c([N+](=O)[O-])nn1CCCC(=O)Nc1cccc(Cl)c1Cl	-2	-6	60*	1	2	1	14	2
Oc1[nH]c2ccc(Br)cc2c1N=NC(=S)Nc1ccc(F)cc1	22	8	-7	-6	43	-14	26	12
CCOc1ncccc1C(=O)Nc1cc(S(=O)(=O)N2CCCCC2)ccc1C	0	-1	4	0	-4	4	6	5
Cc1ccc2c(c1)C(c1ccc(F)cc1)N(C(=O)c1ccccc1Br)CC(=O)N2 (stereo not drawn)	7	2	2	-4	4	/	7	-3
O=[N+]([O-])c1cccc(-c2ccc3nnc(SCc4cccnc4)n3n2)c1	6	2	-4	/	/	4	21	/
COc1ccc(C(=O)CSc2n[nH]c(C)n2)cc1[N+](=O)[O-]	8	-7	6	-3	5	-1	-6	17
NS(=O)(=O)c1ccc(N/N=C/c2ccccn2)c([N+](=O)[O-])c1	-6	-4	1	0	-83	-9	6	-18
O=C(CCc1ccccc1)NCC(=O)N/N=C/c1ccc2c(c1)OCO2	0	15	-7	0	-19	-5	1	11
CC(=O)c1cccc(Nc2nc(-c3cccnc3)cs2)c1	-1	20	-14	0	-1	-76	2	-10
COc1ccc(C(=O)NNC(=O)COc2ccc(Cl)cc2C)cc1S(=O)(=O)N1CCOCC1	5	12	-16	8	0	-9	3	19
Cc1ccc(N(Cc2ccccc2)C(=O)Cc2ccc(S(=O)(=O)N3CCOCC3)s2)cc1	20	5	-4	-3	0	3	12	17
CCc1ccc(Nc2ccc3nonc3c2[N+](=O)[O-])cc1	-1	2	-1	1	-4	3	-2	0
O=c1[nH]cnc2ccccc12	1	-2	-27	-5	9	-1	1	9
CCOc1ccccc1N1CCN(C(=O)C2c3ccccc3Oc3ccccc32)CC1	2	3	-8	-1	-3	8	1	9
COC(=O)C1=C2SC(C)C(=O)N2C(N)=C(C#N)C1c1ccc(OC)c(OC)c1 (stereo not drawn)	3	0	-1	-3	-4	20	9	16
C/C(=N\OCC(=O)OCC(=O)NCc1ccccc1)c1ccc2c(c1)OCO2	-4	-3	3	9	-1	-22	4	19
CCc1ccc(NC(=O)CSc2nc3ccccc3nc2N2CCCC2)cc1	7	-4	-6	-3	-4	-3	18	15
CC1(C)CC(=O)c2sc(NS(=O)(=O)c3cc(Cl)ccc3Cl)nc2C1	4	-3	1	1	0	-18	-1	24
C=CCNc1oc(-c2ccc(OC)cc2)nc1C#N	-9	2	-2	-5	8	-41	4	-25
CC(C)(C)c1c(Cl)c(O)c(-c2ccccc2)c(=O)n1-c1ccccc1	4	-2	18	-2	4	7	2	4
CS/C(=N/S(=O)(=O)c1ccc(C)cc1)c1ccccc1	8	-4	-8	-3	-3	-5	16	9
C=CCn1c(SCC(=O)NCC2CCCO2)nc2scc(-c3ccccc3)c2c1=O (stereo not drawn)	4	10	-10	-2	-1	7	-2	-4
C=CCn1c(=O)c2ccccc2n2c(SCC(N)=O)nnc12	5	-14	-3	1	7	5	7	20
Cc1cc(C)n(C(=O)Cn2nc([N+](=O)[O-])c(Br)c2C)n1	-2	-1	2	1	-12	-30	6	4
CC1Cc2ccccc2N1C(=O)c1ccnc(C(C)(C)C)c1 (stereo not drawn)	-1	6	-6	-5	0	-2	-7	-12
O=C1NC(=S)SC1=Cc1ccc(Cl)cc1	18	2	7	/	/	1	13	/
O=C(NCCN1CCCC1)c1ccc(Cl)cc1	5	2	-9	-6	2	0	4	11
CSc1ccc(CN2CCC(n3nccc3NC(=O)CCCc3ccccc3)CC2)cc1	-6	-5	6	-2	5	24	15	20
O=C(NCC(=O)N1CCCCCCC1)c1ccccc1Cl	-5	6	-5	-2	8	-20	-3	5
O=C(NCc1cccs1)C1CCN(c2ccc(S(=O)(=O)N3CCOCC3)cc2Cl)CC1	-4	1	-1	-2	-4	27	9	-23

An excerpt from above in order of formula weight, highest first:
SMILES	CXCR6 inh	EBI2 block	ATG4B inh	APJ ag	UBC13 polyUb	Gli-Sufu antag	CCR6 antagonist	APJ antag
O=C(NCC(=O)N1CCCCCCC1)c1ccccc1Cl	-5	6	-5	-2	8	-20	-3	5
O=C(NCCN1CCCC1)c1ccc(Cl)cc1	5	2	-9	-6	2	0	4	11
O=c1[nH]cnc2ccccc12	1	-2	-27	-5	9	-1	1	9

Remaining list, next part
SMILES	CXCR6 inh	EBI2 block	ATG4B inh	APJ ag	UBC13 polyUb	Gli-Sufu antag	CCR6 antagonist	APJ antag
CCn1cc(CCC(=O)NC2CCCC2)c2ccccc21	5	4	-2	0	9	11	5	16
CCCCC(=O)NC1(C(F)(F)F)C(=O)Nc2c1c(=O)[nH]c(=O)n2Cc1ccco1 (stereo not drawn)	2	-4	-3	3	-10	-2	9	0
C=CCn1c(SCC2CCCCO2)nc2sc(CC)cc2c1=O (stereo not drawn)	-6	-6	5	-4	-1	4	30	4
CN(C)/C=C(/C(=O)c1ccccc1)n1cncn1	-1	2	-8	-4	1	-6	4	0
O=S1OC(c2ccccc2)c2cc(Cl)ccc21 (stereo not drawn)	-10	15	-19	14	-4	3	0	-1
CC1=C(C(=O)OCC2CCCO2)C(c2ccc(F)cc2)NC(=O)N1 (stereo not drawn)	-23	1	-11	-3	3	7	11	10
Cc1cccc(/C=C2/SC(=O)N(Cc3ccccc3Cl)C2=O)n1	5	4	3	-1	2	-16	6	7
CCOCCCNC(=O)Cn1cc2c(n1)CCCC2	-7	-1	3	-1	4	-1	10	11
c1ccc(CCNc2nnnn2-c2ccccc2)cc1	1	7	6	-2	13	-19	-3	2
COc1ccc(-c2ccc(=O)n(Cc3cccc(Cl)c3)n2)cc1	6	2	-10	-1	-443	-2	7	-16
O=C(C1CCN(S(=O)(=O)c2ccc(Br)s2)CC1)N1CCc2ccccc21	6	9	41*	-2	1	7	10	1
CCC1CCc2c(sc(NC(=O)c3ccco3)c2C(N)=O)C1 (stereo not drawn)	-9	-14	-7	4	11	-53	11	14
O=C(O)CCC(C(=O)O)n1c(O)c(C2=c3ccccc3=NC2=O)sc1=S (stereo not drawn)	15	10	4	-5	-99	-2	28	26
COc1ccc(OC)c(C2NC(=O)NC(C)=C2C(=O)OC2CCCCC2)c1 (stereo not drawn)	3	2	-12	-2	-2	17	10	21
CC(=O)c1nnn(-c2cccc([N+](=O)[O-])c2)c1C	-4	-4	0	1	4	-8	-2	-8
COc1cccc(OCc2cc(C(=O)N(C)Cc3nc(C)cs3)no2)c1	5	6	7	-4	4	-46	-1	-31
COC(=O)c1c(NC(=O)CSc2nc3nc(C)cc(C)n3n2)sc(C)c1C	0	-4	-4	-4	-19	-5	14	12
CC/C(C)=N\N=C\c1c(O)n(CC)c2cc(C3=NNC(=O)CC3)ccc12	-23	17	-7	0	-19	1	10	2
Cc1ccc(N2C(S)=C(C#N)C(=O)NC23CCCCC3)cc1	9	-2	-2	-5	-5	15	11	14
O=C(Nc1cccnc1Oc1ncnc2cc(Cl)ccc12)c1ccc(F)cc1	/	/	4	1	3	0	12	7

Sorted by value in APJ antag (rising): some entries from above
compound	APJ antag
CCCCC(=O)NC1(C(F)(F)F)C(=O)Nc2c1c(=O)[nH]c(=O)n2Cc1ccco1 (stereo not drawn)	0
CCOCCCNC(=O)Cn1cc2c(n1)CCCC2	11
CCC1CCc2c(sc(NC(=O)c3ccco3)c2C(N)=O)C1 (stereo not drawn)	14

Continued:
SMILES	CXCR6 inh	EBI2 block	ATG4B inh	APJ ag	UBC13 polyUb	Gli-Sufu antag	CCR6 antagonist	APJ antag
NC1=C(Br)C(=O)c2ccccc2C1=O	-13	-5	-7	1	-360	9	4	-40
O=C(CCNS(=O)(=O)c1ccccc1F)N1CCN(C(c2ccccc2)c2ccccc2)CC1	14	15	-10	8	-2	5	13	-28
CC(C)(C)C1CCC(C(=O)Nc2ccc(N3CCOCC3)cc2N2CCOCC2)CC1 (stereo not drawn)	-10	5	-7	-2	-4	1	6	20
O=C1CSC(c2cccc(F)c2)N1c1c(F)cccc1F (stereo not drawn)	1	-4	-4	-2	2	15	10	-7
NC(=O)CC(NC(=O)Cc1ccc(Br)cc1)c1ccc(NC2CCC2)c([N+](=O)[O-])c1 (stereo not drawn)	18	-2	-10	-5	-52	3	17	-29
CC(O)CNc1nc2sc3c(c2c(=O)n1CCc1ccccc1)CCCCC3 (stereo not drawn)	-3	29	41*	-1	-1	-12	9	7
O=c1c2ccccc2c(C=NCCO)c(O)n1-c1ccccc1	-10	-14	-13	-4	1	5	-3	-13
Cc1cc(NC(=O)CSc2nc(=O)n3cc(Cl)ccc3n2)no1	2	-10	4	-8	-3	1	5	4
CCCCc1nnc2c(N(C)S(=O)(=O)c3ccc(C)cc3)nc3ccccc3n12	-1	25	-4	-4	4	-2	13	12
Cc1ccc(C)c(Nc2nc3nonc3nc2N2CCOCC2)c1	-3	-1	3	4	-1	4	-2	2
O=C(NC(C(=O)c1ccccc1)N1CCOCC1)c1ccccc1 (stereo not drawn)	-10	-3	-7	-4	6	-4	17	6
COc1cc(SC)ccc1C(=O)OC1CCOC1=O (stereo not drawn)	14	2	-7	2	-19	0	8	15
COc1cc(O)c(C=Nc2ccccc2NS(=O)(=O)c2ccc(C)cc2)c(OC)c1	5	-3	5	/	/	1	12	/
CN(C)CCCN(C(=O)c1ccc2c(c1)CCCC2)c1nc2ccc(F)cc2s1	-8	19	12	-1	42	5	20	31
COCCNC(=O)c1ccc(Cn2c(=S)[nH]c3cc4c(cc3c2=O)OCO4)cc1	1	6	13	1	13	3	22	10
CN(C)/C=C(\C=O)c1onc(-c2ccccc2Cl)c1C#N	2	-7	-3	0	-10	5	4	-8
CCOC(=O)N1CCN(CC(=O)Nc2c(C(=O)OC)[nH]c3ccccc23)CC1	-6	4	-5	-1	1	10	5	-2
Cc1ccc(C(=O)NCCc2cccs2)cc1	3	0	-2	-1	-4	-19	11	-9
Cc1cc(NC(=O)CN(C)CC(=O)Nc2ccc(Cl)cc2)no1	3	-4	-4	-3	15	11	-2	-3
COc1ccc(N(CC(=O)NC2CCCC2)C(=O)Cn2nnc(-c3ccc(OC)c(OC)c3)n2)c(OC)c1	-14	1	-11	0	3	-12	8	3
CC1=C[C@H]2OC(=O)[C@@H](C)[C@H]2C[C@@H]2[C@H]1C[C@@H](O)[C@@]2(C)O	6	-8	1	1	0	-1	11	12
COc1ccc(OC(C)c2ccc(C#N)c(=O)[nH]2)cc1 (stereo not drawn)	2	2	3	1	-5	3	13	3
CCOC(=O)[C@H]1[C@H]2COc3cc(OC)ccc3[C@@H]2N2C(=O)CN(Cc3ccc(C)cc3)C(=O)[C@@]12C	1	-11	-17	-3	4	-3	-1	14

An unsorted share of the library; 3% or so of the library scored in one or more.
